HTRA1 inh – HTRA1 serine protease inhibitors, primary screen, biochemical, fluorescence polarization, HTS | Q92743 | recombinant HTRA1, FP-rhodamine activity-based probe | inhibition, % at 5.96 µM | 340,000 tested, 0.5% active | AID 504803, 2011; in the data active = inhibition above about 36%;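 also: 0% = enzyme with DMSO and 100% = wells lacking enzyme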
Target sequence (Q92743 whole entry, looked up): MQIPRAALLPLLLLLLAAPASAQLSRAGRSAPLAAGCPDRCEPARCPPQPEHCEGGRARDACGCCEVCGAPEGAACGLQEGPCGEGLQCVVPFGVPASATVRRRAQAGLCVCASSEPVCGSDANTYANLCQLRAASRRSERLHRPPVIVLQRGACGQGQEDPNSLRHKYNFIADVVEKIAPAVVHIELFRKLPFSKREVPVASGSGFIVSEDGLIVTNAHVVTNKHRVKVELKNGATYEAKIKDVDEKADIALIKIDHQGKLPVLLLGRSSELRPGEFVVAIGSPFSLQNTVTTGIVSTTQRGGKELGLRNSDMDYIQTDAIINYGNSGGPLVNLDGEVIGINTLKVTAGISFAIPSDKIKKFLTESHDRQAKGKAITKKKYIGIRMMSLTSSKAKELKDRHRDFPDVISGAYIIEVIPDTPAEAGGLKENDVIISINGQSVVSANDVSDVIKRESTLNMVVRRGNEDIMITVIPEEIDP
TDP2 absorb – human TDP2 enzyme inhibitors, primary screen, biochemical, epi absorbance, recombinant enzyme | inhibition, % at 12.8 µM | Tyrosyl-DNA phosphodiesterase 2 (Homo sapiens), O95551 | 370,000 tested, 0.34% active | T5PNP hydrolysis, p-nitrophenol absorbance 415 nm | AID 720702, 2013;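 active = inhibition above the mean of all tested compounds plus 3 SD, set per campaign, cut at about 25% in these data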;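 also: 0% = DMSO with enzyme and 100% = buffer with substrate but no TDP2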
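Read-out basis: percent inhibition. System: recombinant human TDP2. Buffer or medium: Mg2+-containing Tris-HCl buffer, pH 7.5. Repeats: single replicate. Timing: reaction 2 h, 37 °C. Benchmarks: high control without enzyme, low control DMSO plus TDP2. Probe or stimulus: 5 mM T5PNP. Doses: 12.8 µM only. Measured by: epi absorbance of p-nitrophenol freed from T5PNP by hydrolysis.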
PRMT1 inh – PRMT1 methyltransferase inhibitors, primary screen, biochemical, fluorescence polarization | Protein arginine N-methyltransferase 1 (Homo sapiens), Q99873 | recombinant PRMT1, activity-based probe fluorescence polarization | inhibition, % at 2.79 µM | 370,000 tested, 1.3% active;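 active = inhibition above about 21% made by adding two undisclosed values, limit read from the data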
LEDGF integ inh – blockers of LEDGF/p75-dependent integrase strand transfer – biochemical, TR-FRET, high throughput, primary screen; HIV-1 integrase (with human LEDGF/p75); TR-FRET IN-LEDGF/p75 DNA integration, Eu/Cy5; inhibition, % at 3.7 µM; 370,000 tested, 0.64% active; AID 743269, 2014;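 active = inhibition above the screen-wide mean plus 3 SD, cut at about 13% in these data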;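 also: signal is the Cy5 over europium emission ratio at 671 and 618 nm; 0% = plate median of compound wells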
SIAE inh – human SIAE inhibitors, primary screen, biochemical, fluorescence polarization, FP-Rh probe, 1536-well HTS; Sialate O-acetylesterase (Homo sapiens), Q9HAT2; SIAE FP-Rh probe binding; inhibition, % at 9.66 µM; 370,000 tested, 0.69% active; AID 1053197, 2014;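 active = inhibition above a cutoff: mean of compounds within the control limits plus 3 SD of those, cut at about 17% in these data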;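 also: 0% = plate median of compound wells and 100% = probe without SIAE protein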
mABHD4 FP – ABHD4 inhibitors, primary screen, biochemical, fluorescence polarization, mouse; 370,000 tested, 0.54% active; purified mABHD4, FP-Rh probe fluorescence polarization; inhibition, % at 8.92 µM; (Lyso)-N-acylphosphatidylethanolamine lipase (Mus musculus), Q8VD66; AID 720543, 2013;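 active = inhibition exceeding the mean over every tested compound plus 3 SD, cut at about 30% in these data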;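 also: 0% = plate median of compound wells and 100% = S159A mutant with DMSO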
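system = mouse ABHD4 enzyme, wild type | medium = HEPES pH 7.0, NaCl, Pluronic buffer | also added = FP-Rh probe | incubation = Enzyme–compound pre-incubation 45 min, then probe 60 min, both 25 °C | technique = fluorescence polarization, excitation 525 nm, emission 598 nm, BODIPY TMR filters | controls = S159A mutant high control, sample median low control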
Rev-erbA mod – modulators of Rev-erb alpha DNA binding, primary screen, biochemical, FITC-DNA, fluorescence polarization, uHTS | Nuclear receptor subfamily 1 group D member 1 (Homo sapiens), P20393 | Rev-erbα–FITC-DNA binding, 90 min | activity, % at 10 µM | 370,000 tested, 0.79% active | AID 1259318, 2017;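 active = activity above about 14%, limit read from the data; passing the limit was not always enough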;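 also: 0% = DMSO wells with 35 nM protein and 100% = DMSO wells with 750 nM protein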
Target sequence (P20393 whole entry, looked up): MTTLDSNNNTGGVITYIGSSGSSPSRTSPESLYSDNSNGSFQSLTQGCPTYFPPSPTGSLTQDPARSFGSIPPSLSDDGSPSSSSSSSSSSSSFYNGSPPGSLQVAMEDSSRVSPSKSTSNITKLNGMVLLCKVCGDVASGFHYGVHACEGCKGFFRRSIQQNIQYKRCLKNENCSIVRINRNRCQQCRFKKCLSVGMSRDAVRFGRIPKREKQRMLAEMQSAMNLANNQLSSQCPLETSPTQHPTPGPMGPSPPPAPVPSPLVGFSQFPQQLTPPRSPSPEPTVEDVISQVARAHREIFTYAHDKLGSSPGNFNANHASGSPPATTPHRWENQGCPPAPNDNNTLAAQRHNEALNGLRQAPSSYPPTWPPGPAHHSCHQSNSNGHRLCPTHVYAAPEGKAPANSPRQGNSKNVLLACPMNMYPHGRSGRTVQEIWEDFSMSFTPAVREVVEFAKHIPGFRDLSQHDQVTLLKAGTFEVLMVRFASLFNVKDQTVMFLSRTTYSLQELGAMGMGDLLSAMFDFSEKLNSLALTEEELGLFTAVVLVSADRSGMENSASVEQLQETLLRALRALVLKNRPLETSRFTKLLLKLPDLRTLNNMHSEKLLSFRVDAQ
PG9 Ab binder – binders of HIV-1 gp120 antibody PG9, primary screen, biochemical, TR-FRET; inhibition, % at 6.7 µM; TR-FRET gp120-PG9 antibody binding; 360,000 tested, 0.43% active; HIV-1 gp120 / PG9 antibody interaction; in the data active = inhibition above about 8.5%
TCR CD3 inh – inhibitors of human TCR-CD3 interaction, primary screen, biochemical, fluorescence, TAMRA-labeled TCR probe. AID 651800, 2012. inhibition, % at 9.4 µM. 360,000 tested, 0.37% active. T-cell receptor (TCR); in the data active = inhibition above about 19%;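 also: recombinant mutant TCR 2C K166C tagged with TAMRA read by polarization; 0% = receptor in buffer alone and 100% = receptor with positive control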
rCAG binder – binders of r(CAG) RNA repeats, primary screen, biochemical, fluorescence | AID 651821, 2012 | r(CAG) RNA repeat, TO-PRO-1 dye displacement fluorescence | inhibition, % at 3 µM | 370,000 tested, 1.3% active;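 active = inhibition above the plate cutoff, the mean of all test compounds on that plate plus 3 SD, cut at about 35% in these data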;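 also: 0% = DMSO alone and 100% = 100 µM mitoxantrone as full dye displacement; higher means more dye released from RNA so lower well fluorescence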
Active calls of the source: *; . = not tested or not shown.

SMILES	HTRA1 inh	TDP2 absorb	PRMT1 inh	LEDGF integ inh	SIAE inh	mABHD4 FP	Rev-erbA mod	PG9 Ab binder	TCR CD3 inh	rCAG binder
CN(CC(=O)Nc1ccc(F)c(F)c1F)C(=O)CC1OC(=O)c2ccccc21 (configuration not stated)	4.5	-0.3	2.5	-1.6	0.1	5.1	-6.0	2.0	-2.5	-6.7
NNC(=O)C1CC1(c1ccccc1)c1ccccc1 (configuration not stated)	-1.2	3.5	3.2	-2.8	1.4	-22.6	-4.9	0.7	-2.0	-1.1
COc1ccc(NS(=O)(=O)c2ccc(C)c(C(=O)NCc3cccnc3)c2)cc1	-3.5	-5.2	1.6	2.3	0.5	3.2	-0.1	0.7	5.9	-2.0
CCOc1ccc(-c2nc(N)nc(C)c2-c2ccc(Cl)cc2)c(O)c1	-13.4	-9.5	0.4	-2.1	1.4	-2.3	3.5	-0.7	1.4	-0.3
CCN1c2cccc3cccc(c23)S1(=O)=O	0.8	9.7	0.5	0.6	0.2	-3.7	1.6	-3.0	6.9	0.5
COc1ccc(NC(=O)CS(=O)CC(=O)NCc2cccc(C(F)(F)F)c2)cc1 (configuration not stated)	-4.0	6.7	0.1	-1.0	-1.7	1.8	-6.1	0.2	-4.4	-1.9
Cc1onc(-c2ccccc2)c1C(=O)NN=Cc1cc(Cl)cc(Cl)c1O	.	-7.0	-1.4	-5.6	8.1	12.6	-10.4	-0.3	27.3*	29.3
Clc1ccc(N=c2ssnc2Cl)nc1	19.3	-8.5	21.2*	-7.0	2.8	6.2	-0.4	1.3	0.0	0.7
Cc1cccc(N=C2Sc3nc4c(C)c(C)ccc4cc3CN2CCN2CCOCC2)c1	-100.9	-12.7	20.8	1.0	-22.6	-8.2	-2.6	-3.4	7.8	19.2
CSCCC(NS(=O)(=O)c1ccc(Cl)cc1)C(=O)O (configuration not stated)	2.7	9.1	0.3	-2.5	0.7	4.9	2.2	0.1	3.2	1.0

Complete entries, looked up by structure. Order of values: HTRA1 inh, TDP2 absorb, PRMT1 inh, LEDGF integ inh, SIAE inh, mABHD4 FP, Rev-erbA mod, PG9 Ab binder, TCR CD3 inh, rCAG binder
COc1ccc(NS(=O)(=O)c2ccc(C)c(C(=O)NCc3cccnc3)c2)cc1 reads -3.5, -5.2, 1.6, 2.3, 0.5, 3.2, -0.1, 0.7, 5.9, -2.0
Clc1ccc(N=c2ssnc2Cl)nc1 reads 19.3, -8.5, 21.2*, -7.0, 2.8, 6.2, -0.4, 1.3, 0.0, 0.7

Later entries:
SMILES	HTRA1 inh	TDP2 absorb	PRMT1 inh	LEDGF integ inh	SIAE inh	mABHD4 FP	Rev-erbA mod	PG9 Ab binder	TCR CD3 inh	rCAG binder
COc1ccc(NC(=O)CC2C(=O)N(C)C(=S)N2CCc2ccccc2F)cc1 (configuration not stated)	-17.9	0.7	-0.6	3.5	-4.9	-2.3	4.7	-3.2	9.0	1.4
O=C(NC(=S)Nc1ccc(CN2CCCCC2)cc1)c1cccc(OCc2ccccc2)c1	-47.1	-7.9	-4.9	2.0	1.3	-0.6	3.0	-0.5	-0.6	-3.9
N/C(=N\OC(=O)c1cccc2ccccc12)c1cccc([N+](=O)[O-])c1	3.1	-7.4	-1.4	0.6	-2.5	4.6	4.5	1.6	6.7	0.7
Cc1csc(SCC(=O)Nc2ccccc2[N+](=O)[O-])n1	3.6	-16.1	-4.3	5.0	-2.4	-5.1	6.9	-2.8	-12.4	-1.4
COCCCNC(=O)c1c(N)n(-c2ccccc2)c2nc3ccccc3nc12	.	0.1	0.5	-0.1	-7.5	-4.3	7.3	-0.5	1.5	-3.6
COc1ccc(-c2[nH]c(-c3cccc(OC)c3)nc2SCC(=O)NCc2ccco2)cc1	-1.4	-10.3	3.5	9.5	9.6	2.9	4.8	-0.9	-6.5	9.8
CC(=O)N(CCCN1CCOCC1)Cc1ccncc1	-1.2	-2.6	-1.0	0.4	-3.5	0.5	1.0	-1.0	2.3	0.9
CC(NS(=O)(=O)c1ccc(CCC(=O)NCc2cccnc2)cc1)c1ccccc1 (configuration not stated)	-0.8	-4.3	-4.2	0.0	-5.1	-1.5	6.5	1.0	3.3	1.3
CCOc1ccc(CCNC(=O)CS(=O)(=O)Cc2nc(-c3cccc(OC)c3)oc2C)cc1	-9.0	2.7	-2.2	-1.3	1.3	-3.6	15.1	-1.3	5.3	-2.9
NC(=O)c1cccnc1Nc1cccc(F)c1	-4.6	0.4	-2.6	3.5	6.4	-0.4	11.4	-1.0	1.1	1.4
CCc1c(C)sc(NC(=O)c2ccoc2C)c1C(N)=O	3.1	12.6	13.1	0.7	6.7	8.2	-0.9	-0.5	5.7	4.7
CN(C)C(=O)CCc1nc2sc3c(c2c(=O)[nH]1)CCCC3	0.0	4.4	-0.9	0.1	-5.1	2.3	-1.0	-3.0	5.9	-0.9
CC(C)OC(=O)NC(C)(C)COC(=O)Nc1cccc(Cl)c1	-15.0	-15.0	-1.2	1.1	1.7	-1.3	-1.3	-0.7	-1.0	-5.4
Cc1ccc(S(=O)(=O)N2CCCCC2)cc1NC(=O)CSc1ccc2c(c1)OCCO2	-11.8	-9.8	18.3	-1.8	-2.3	-5.9	-0.6	1.6	-4.0	14.8
O=C(NNCc1ccc(O)cc1)c1ccccc1Cl	-4.4	2.5	-0.2	2.0	4.8	0.4	-1.8	-1.8	-2.5	1.2
Cc1c(C)n(Cc2ccc(F)cc2)c2ccc(C(=O)N3CCN(c4ccccn4)CC3)cc12	-91.0	-8.7	6.4	-2.4	-87.4	-210.0	2.8	-2.2	-29.5	4.1
CCC(C)(C)n1nnnc1C(c1ccccc1OC)N1CCN(C(=O)c2ccco2)CC1 (configuration not stated)	-1.4	12.8	1.0	1.0	4.6	3.6	-0.9	-2.8	-0.6	-7.2
CCOC(=O)c1c(NC(NC(C)=O)C(Cl)(Cl)Cl)sc(C(C)=O)c1C (configuration not stated)	-8.2	11.1	-2.7	-1.9	0.2	2.5	-0.6	-0.3	2.6	-1.1
O=C(N/N=C/c1c[nH]c2ccccc12)C1CC1c1ccccc1 (configuration not stated)	-1.6	8.7	0.4	-1.4	9.2	11.0	1.4	0.4	5.8	10.0
Nc1ccc(C2(c3ccc(N)cc3)C(=O)Nc3ccccc32)cc1	0.8	7.8	0.4	0.2	1.7	3.5	2.1	-0.5	-4.3	-3.1
COC(=O)c1ccc(/C=C/c2c(-c3ccsc3)oc3ccc(N4CCOCC4)cc23)cc1	-1.1	9.1	-2.9	-2.2	5.9	-3.2	2.9	6.5	3.4	5.8
COc1ccc(S(=O)(=O)N2CCCCCC2)cc1C(=O)N(C)CC(=O)Nc1ccc(Cl)c(Cl)c1	-38.8	-8.5	-0.3	3.4	-9.9	-7.1	-0.9	-1.6	1.1	10.8
COc1cccc(C(=O)CN2CCN(S(=O)(=O)c3cccc([N+](=O)[O-])c3)CC2)c1	-4.9	-4.8	2.1	3.8	5.5	2.9	0.1	-2.7	-1.3	5.9
Cc1ccc(S(=O)(=O)N(C)CC(=O)O/N=C(\N)c2cccc([N+](=O)[O-])c2)cc1	-5.5	2.8	0.1	1.2	7.1	-5.2	8.8	-0.8	-0.4	1.4
COc1cccc(Nc2ncnc3ccc(Br)cc23)c1	-36.5	-2.2	1.7	-2.2	-1.4	-9.6	-0.4	-0.6	-8.9	0.1
CCOC(=O)CCC(=O)NCc1ccc2[nH]c(C)cc2c1	-1.4	13.3	2.5	3.1	3.6	1.1	-0.5	2.5	0.9	1.8
CCS(=O)(=O)NC(C)C(c1cccs1)N1CCN(c2ccc(F)cc2)CC1 (configuration not stated)	0.6	-7.9	-3.8	-2.1	3.1	2.1	-9.2	-1.3	5.4	0.1
CC(=O)Nc1c(Cl)cnn(-c2ccccc2)c1=O	.	-15.7	-4.1	2.9	4.5	0.7	-6.4	-3.2	4.4	2.6
CCCc1nc(SCc2cccnc2)c2c(=O)n(C)c(=O)n(C)c2n1	-7.1	-6.5	-1.6	0.9	4.3	-5.0	7.2	-1.5	4.4	0.1
CCOc1ccccc1N(C(=O)c1ccccc1Cl)C1=NC(C)(C)CS1	0.3	-7.7	-1.9	-1.2	-2.8	-4.4	0.3	1.6	2.0	-7.8
COc1ccc(C(=O)NCc2c(CC(C)C)oc(C)c2C(=O)O)cc1	2.8	0.6	3.6	0.8	14.7	3.5	4.7	0.9	-1.2	-0.7
CC(=O)c1sc(-c2ccccc2)nc1C	-10.9	6.9	-5.1	2.5	2.9	-7.7	-0.7	-2.4	1.6	-0.7
O=C(O)CCCNS(=O)(=O)Cc1ccccc1	7.5	-3.5	-3.6	-0.4	-2.3	1.9	-9.1	-1.2	3.7	0.7
COC(=O)c1sc(NC(=O)c2ccc3c(c2)OCO3)c(C#N)c1C	7.5	9.2	-5.1	0.7	-1.3	-0.3	-5.3	-2.6	2.8	3.0
C=CCNCc1ccc(OC)cc1OC	.	6.6	1.7	-5.3	1.0	0.7	0.7	.	.	2.0
C/C(=N\NC(=O)CC(C)C)c1ccc(Cl)c(Cl)c1	1.1	-10.0	0.6	1.4	2.9	0.9	0.9	-0.2	-2.6	-2.7
COc1cccc(OC)c1C(=O)Nc1cccc(-c2ccc(N3CCOCC3)nn2)c1	-1.1	6.0	-5.7	1.9	-5.5	-4.0	-2.8	-1.0	-7.3	3.2
COc1ccc([C@H]2OC(=O)C[C@H]2C(=O)N2CCN(C(=O)C3CCCO3)CC2)cc1OC (some centres not stated)	.	2.5	1.3	0.4	3.7	0.2	-1.9	.	.	-1.2
CCOc1ccccc1Cn1c(=O)oc2ccc(C)cc21	-24.0	-7.1	0.9	5.9	-1.7	-12.2	-2.0	-0.9	-2.7	-1.9
O=C(CN1CCCCCCC1)N/N=C/c1ccc(F)c(F)c1	-2.7	8.8	1.8	-0.7	0.8	14.2	-8.2	-0.8	1.6	-4.2
CCC(=O)Nc1cc(C)c(NC(=O)C23CC4CC(CC(C4)C2)C3)cn1	-0.5	3.3	4.8	2.9	-4.3	4.2	0.5	1.6	-3.0	-5.6
COc1ccc2nc(NC(=S)N(C)C)sc2c1	-6.5	-17.4	28.2*	16.9*	-7.8	-0.4	-3.6	-3.4	5.2	7.0
CCN(CC)CCCNc1cc(C(F)(F)F)c(C#N)c2nc3ccccc3n12	7.3	-7.8	5.7	0.1	-3.3	6.6	4.2	-0.3	1.7	-5.3
O=C(Nc1ccc(F)cc1F)N1CCN(C(=O)c2ccco2)CC1	-3.1	-0.4	-4.4	0.9	4.3	2.9	4.3	-0.7	3.5	-2.5

Only part of the results is shown; the hit share may differ from the screen's.
